From PubChem
Avidin bead fluor – compound fluoresces at 488/530 nm on avidin beads; hit rate 0.38% among 220,000; fluorescence (KMESF) at 10 µM; compound fluorescence 488/530 nm, flow cytometry; active compounds read high; in the data active = fluorescence above about 47; also: inactives centre near 10
HRas wt GTP bind – modulators of GTP binding to human HRas wildtype; GST-Ras wt beads, Bodipy-FL-GTP binding, flow cytometry; actives lie on both sides; GTP binding activity, % at 10 µM; hit rate 0.14% among 190,000; AID 759;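 active = GTP binding activity at least 20% away from the 100% baseline, either lowered as inhibitor or raised as activator; inconclusive = flagged as likely green fluorescent, judged across all proteins in the well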;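 also: 0% = unlabeled GTP competition control and 100% = no-compound control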
Pf gamet viab – kills late stage P. falciparum gametocytes | inhibition, % at 10.9 µM | hit rate 0.065% among 150,000 | P. falciparum stage V gametocytes, ATP luminescence, 24 h;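 active = inhibition above the mean plus 3 SD of compounds within the control limits, set per campaign, cut at about 38% in these data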;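 also: 0% = DMSO wells and 100% = medium only without gametocytes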
Rab2 wt GTP – changes GTP binding to wildtype dog Rab2A, up or down | P61105 | GST-Rab2 wt beads, Bodipy-GTP binding, flow cytometry | GTP binding activity, % at 10 µM | hit rate 0.19% among 190,000;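 active = GTP binding activity at least 20 points away from 100%, either lowered or raised; inconclusive = signal likely due to the compound's own green fluorescence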;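 also: 0% = beads with excess unlabeled GTP and 100% = no-compound control corrected for plate trend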
Mcl1-Noxa inh – disrupts binding of human Mcl-1 to Noxa peptide; hit rate 1.5% among 220,000; AID 1022; TR-FRET Mcl-1/Noxa peptide binding, 2 h; Q07820; inhibition, % at 21.7 µM;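 active = compounds that cut the protein-peptide binding signal by more than 50% relative to plate controls in a single-dose test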;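 also: His-tagged Mcl-1 with rhodamine Noxa BH3 peptide and terbium anti-His antibody; 0% = Mcl-1 plus Noxa peptide wells and 100% = peptide-only wells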
ABCB1 inh – blocks JC-1 efflux by human ABCB1 transporter; P08183; CCRF-Adr cells, flow cytometry; inhibition, % at 6.6 µM; hit rate 0.067% among 190,000; in the data active = inhibition above about 40%;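 also: 0% = vehicle and 100% = reference inhibitor; higher value means more JC-1 retained so stronger ABCB1 efflux block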
Rac1 act GTP bind – human Rac1 activated mutant GTP binding change | GST-Rac1 activated beads, fluorescent GTP binding, flow cytometry; actives lie on both sides; 100% means binding = to untreated wells | percent activity (GTP binding), % at 10 µM | hit rate 0.11% among 190,000 | AID 764;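 active = GTP binding at least 20 percentage points away from the 100% baseline, in either direction, so actives lie on both sides; inconclusive = Compound likely fluorescent itself, or too few beads counted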
Rab7 wt modul – alters GTP binding to wildtype dog Rab7; GST-Rab7 beads, fluorescent GTP binding, flow cytometry; actives lie on both sides; untreated = 100%, excess cold GTP = 0%; GTP binding activity (percent of control), % at 10 µM; hit rate 0.055% among 190,000; AID 758;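 active = fluorescent GTP binding to Rab7 beads changed by at least 20 points from the 100% baseline, either direction, mostly lower; inconclusive = compound itself probably fluorescent, or too few beads counted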;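 also: median green fluorescence of bound Bodipy-FL-GTP per Rab7 bead population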
Cdc42 wt GTP – human Cdc42 wildtype GTP binding change, either direction; percent activity (GTP binding), % at 10 µM; hit rate 0.2% among 190,000; GST-Cdc42 beads, Bodipy-GTP binding, flow cytometry; actives lie on both sides; P60953; AID 761;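 active = percent activity GTP binding at least 20 points away from the 100% baseline, either down as inhibitor or up as activator; inconclusive = compound flagged as likely green fluorescent from well-wide comparison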;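 also: median bead fluorescence of bound Bodipy-FL-GTP at 100 nM; 0% = excess unlabeled GTP control and 100% = no compound control; below 100% means less GTP binding so inhibitor and above means activator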
Rac1 wt GTP bind – alters GTP binding to wildtype human Rac1; P63000; GST-Rac1 beads, fluorescent GTP binding, flow cytometry; actives lie on both sides; 0 = cold GTP competed, 100 = untreated; GTP binding activity (% of control), % at 10 µM; hit rate 0.27% among 190,000;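 active = GTP binding activity at least 20 points away from the 100% control level, either lower or higher; inconclusive = compound flagged as likely green fluorescent, judged across all proteins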
ABCG2 block – inhibitors of human ABCG2 transporter, ABCB1 counter-screen; AID 1325; hit rate 0.1% among 190,000; inhibition, % at 6.6 µM; IgMXP3 cells, JC-1 efflux, flow cytometry;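 active = inhibition above 80%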;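 also: 0% = DMSO and 100% = nicardipine control wells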
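Test system: IgMXP3 cells (ABCG2) mixed with DDAO far-red-labelled CCRF-Adr cells (ABCB1). Reagent: JC-1 transporter substrate. Compound dosing: single test compound dose, 6.6 µM final. Times: 10 min compound exposure, 25 °C. Detection: flow cytometry of retained JC-1 fluorescence. Read-out basis: efflux inhibition in percent versus controls. Controls: nicardipine and DMSO wells.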
An asterisk follows results filed as active; ? = inconclusive; / = no result given.

1: CCOc1cc(C(C#N)N2CCCCC2)ccc1OC (stereo unspecified)
2: COc1ccc(CCNC(=O)CSc2nnc(-c3ccccc3)c3ccccc23)cc1OC
3: Cc1c(C(=O)OC(C)C)[nH]c2c1C(=O)CC(C)(C)C2
4: O=C(NCCN1CCN(Cc2ccc([N+](=O)[O-])cc2)CC1)C(=O)Nc1ccccc1
5: NNc1nc2c(Cl)ccc(Cl)c2s1
6: CSc1nc2c(c(=O)[nH]1)CCCC2
7: CCn1ccc(C(=O)NC2C(=O)N3C(C(=O)O)=C(C)CSC23)n1 (stereo unspecified)
8: N#Cc1c(C(F)(F)F)cc(=O)[nH]c1SCC(=O)O

entry no.	1	2	3	4	5	6	7	8
Avidin bead fluor	9	11	33	18	17	14	44	8
HRas wt GTP bind	101	97	99	101	98	96	101	89
Pf gamet viab	/	-11	3	/	-9	-28	16	-13
Rab2 wt GTP	99	94	99	100	93	96	101	89
Mcl1-Noxa inh	-15	7	-5	-17	14	-19	9	12
ABCB1 inh	0.2	1.1	0.3	0.6	-0.1	-0.3	1.0	-1.0
Rac1 act GTP bind	98	98	97	101	97	97	98	85
Rab7 wt modul	100	100	100	102	96	97	101	93
Cdc42 wt GTP	101	99	100	100	93	97	101	86
Rac1 wt GTP bind	101	95	99	102	98	98	101	91
ABCG2 block	6	2	2	1	2	-1	9	-1

9: C=CCSC1=N/C(=C\c2cccnc2)C(=O)N1c1ccc(OC)cc1
10: Cc1ccccc1OCC(O)CN1CCN(CC(O)COc2ccccc2C)CC1 (stereo unspecified)
11: CC(NC(=O)CCc1nnc(Cc2cccc(C(F)(F)F)c2)o1)C1CC1 (stereo unspecified)
12: COC(=O)C(NC(C)=O)(Nc1nc(C)cs1)C(F)(F)F (stereo unspecified)
13: CCOc1cc(/C=N/NC(=O)c2cc(C3CC3)[nH]n2)ccc1O
14: COc1cc(CN2CCN(c3ccc(C)cc3)CC2)cc([N+](=O)[O-])c1O
15: C[C@H]1C=C(C(=O)NCc2ccccc2)O[C@@H](OCc2ccc(CO)cc2)C1
16: Cc1ccc(C)c(S(=O)(=O)N2CCN(CC(=O)Nc3sccc3C#N)CC2)c1

entry no.	9	10	11	12	13	14	15	16
Avidin bead fluor	1	10	11	10	9	38	4	15
HRas wt GTP bind	96	95	96	97	98	100	97	97
Pf gamet viab	-7	3	2	/	-30	19	-37	/
Rab2 wt GTP	97	96	97	95	95	99	99	95
Mcl1-Noxa inh	16	13	3	/	14	19	21	23
ABCB1 inh	0.5	3.2	0.7	0.2	-2.1	0.1	1.1	2.8
Rac1 act GTP bind	99	96	95	92	97	96	97	97
Rab7 wt modul	97	96	102	95	101	101	105	98
Cdc42 wt GTP	100	92	96	95	93	97	97	100
Rac1 wt GTP bind	98	96	99	90	92	96	100	103
ABCG2 block	0	1	2	1	4	1	6	2

17: CC1CCN(C(=O)c2ccccc2NC(=O)c2cccc(S(=O)(=O)N3CCOCC3)c2)CC1
18: CCN1C(=O)C2(C(C#N)=C(N)Oc3c2c(C)nn3-c2ccccc2)c2ccccc21 (stereo unspecified)
19: C=CCn1c(SCC(=O)Nc2ncc(Cc3ccc(C)c(Cl)c3)s2)nnc1-c1ccncc1
20: Cc1ccc(C(=O)OC2CCOC2=O)cc1NC(=O)c1ccco1 (stereo unspecified)
21: Cc1cc(Nc2ccccc2)n(-c2nc3ccccc3[nH]2)n1
22: COc1ccc(CNc2nc3ccccc3n2Cc2ccccc2)cc1OC

entry no.	17	18	19	20	21	22
Avidin bead fluor	5	8	4	12	16	43
HRas wt GTP bind	98	105	96	101	102	?
Pf gamet viab	/	/	-4	/	/	-2
Rab2 wt GTP	98	106	96	101	101	?
Mcl1-Noxa inh	7	2	8	7	9	47
ABCB1 inh	1.2	0.1	0.7	0.3	-0.6	1.7
Rac1 act GTP bind	95	101	96	103	102	?
Rab7 wt modul	98	104	101	97	102	?
Cdc42 wt GTP	97	108	98	103	103	?
Rac1 wt GTP bind	99	113	101	107	105	?
ABCG2 block	1	1	3	11	10	3

Of the compounds above, these have a halogen:
5: NNc1nc2c(Cl)ccc(Cl)c2s1
8: N#Cc1c(C(F)(F)F)cc(=O)[nH]c1SCC(=O)O
11: CC(NC(=O)CCc1nnc(Cc2cccc(C(F)(F)F)c2)o1)C1CC1 (stereo unspecified)
12: COC(=O)C(NC(C)=O)(Nc1nc(C)cs1)C(F)(F)F (stereo unspecified)
19: C=CCn1c(SCC(=O)Nc2ncc(Cc3ccc(C)c(Cl)c3)s2)nnc1-c1ccncc1

entry no.	5	8	11	12	19
Avidin bead fluor	17	8	11	10	4
HRas wt GTP bind	98	89	96	97	96
Pf gamet viab	-9	-13	2	/	-4
Rab2 wt GTP	93	89	97	95	96
Mcl1-Noxa inh	14	12	3	/	8
ABCB1 inh	-0.1	-1.0	0.7	0.2	0.7
Rac1 act GTP bind	97	85	95	92	96
Rab7 wt modul	96	93	102	95	101
Cdc42 wt GTP	93	86	96	95	98
Rac1 wt GTP bind	98	91	99	90	101
ABCG2 block	2	-1	2	1	3
